Screening data deposited in PubChem by several laboratories.
PTEN del growth – suppresses growth of cells with PTEN deletion; HCT116 PTEN-null viability, CellTiter-Glo, 60 h; hits give low values; viability, % at 10 µM; 1.2% of 140,000 active; AID 827;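 active = viability at or below a set limit, 4 SD under the median of all tested compounds, cut at about 3.7% in these data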;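 also: PTEN knockout HCT116 line with beta catenin targeted HCT116 as companion control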
MRP-1 activ – activates MRP-1 | H69AR cells + doxorubicin, viability rescue, CellTiter-Glo | viability increase, % at 10 µM | 0.61% of 140,000 active;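 active = viability gain under doxorubicin at or above a set limit, the compound median plus 3 SD, cut at about 4.7% in these data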;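 also: MRP-1 overexpressing cells given doxorubicin 25 µM after compound pretreatment; 18-22 h compound pretreatment then 72 h with doxorubicin before readout; 0% = doxorubicin-only wells and 100% = vehicle-treated cells without doxorubicin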
bCat KO growth – beta-catenin-lacking colon tumor cell growth suppression | viability, % at 10 µM | 1.5% of 140,000 active | HCT116 beta-catenin knockout viability, CellTiter-Glo, 60 h; hits give low values | AID 818;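 active = viability at or under a set limit, the compound median less 4 SD, cut at about 6% in these data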;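 also: 0% = Hyamine 1622 control at 20 µM and 100% = untreated cell control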
BB579 growth dn – reduces growth of yeast BB579 in restrictive medium; S. cerevisiae BB579 growth, OD615, 48 h; inhibition, % at 10 µM; 0.51% of 140,000 active;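 active = inhibition above a set limit, 3 SD over the mean compound inhibition, cut at about 44% in these data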; also: inactives centre near -24
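Material: Saccharomyces cerevisiae DeaD strain BB579, replicative lifespan model yeast; buffer or medium: CSMM-D restrictive synthetic medium containing dextrose (glucose); compound: 10 µM single dose, DMSO 0.25%; timing: 48 h compound exposure at 30 °C after 4 h preincubation; signal: turbidity as optical density at 615 nm; benchmarks: positive control amphotericin B 10 µg/mL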
E-sel TNF inh – blocks E-selectin expression induced by TNF alpha. HUVEC TNFa-induced E-selectin immunofluorescence, high content. 0.71% of 120,000 active. AID 1246. inhibition, % at 2 µM;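 active = inhibition above the batch mean plus 3 SD, and confirmed as a hit on visual image review, cut at about 43% in these data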;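 also: 0% = TNF-stimulated DMSO wells and 100% = unstimulated control wells; not every result past the cut was called active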
Phagocytosis inh – macrophage phagocytosis inhibition. J774A.1 macrophage IgG-bead phagocytosis, imaging. AID 1029. 0.07% of 110,000 active. inhibition, % at 5 µM;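 active = inhibition above the mean of the plate negative controls plus 5 SD, cut at about 13% in these data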;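 also: phagocytic index as fraction of beads internalized from green versus red external bead signal; plate controls were DMSO negative control for no effect and cytochalasin-D positive control for full effect; some results beyond the cut were filed as inactive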
NPY-Y2 antag – NPY-Y2 (human) receptor antagonism | P49146 | NPY-Y2 expressing cells, antagonist mode | inhibition, % at 2.7 µM | 0.99% of 140,000 active; in the data active = inhibition above about 17%;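 also: 0% = vehicle with agonist challenge and 100% = reference antagonist with challenge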
Target sequence (P49146 whole entry, looked up): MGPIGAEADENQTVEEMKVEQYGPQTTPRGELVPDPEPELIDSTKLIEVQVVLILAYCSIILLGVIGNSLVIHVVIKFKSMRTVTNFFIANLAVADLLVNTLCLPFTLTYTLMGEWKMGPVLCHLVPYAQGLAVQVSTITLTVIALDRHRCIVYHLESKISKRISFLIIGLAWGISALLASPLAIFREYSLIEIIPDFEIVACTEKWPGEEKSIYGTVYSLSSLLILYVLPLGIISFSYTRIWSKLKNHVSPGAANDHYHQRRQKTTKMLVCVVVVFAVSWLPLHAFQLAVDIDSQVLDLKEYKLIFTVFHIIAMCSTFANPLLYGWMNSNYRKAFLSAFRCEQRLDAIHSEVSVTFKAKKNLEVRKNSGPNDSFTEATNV
Yeast life ext – yeast lifespan extension; S. cerevisiae growth with nicotinamide, OD615; deaD strain in restrictive glucose medium; inhibition of the nicotinamide effect, % at 10 µM; 0.68% of 130,000 active; AID 775;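 active = inhibition above a set limit, placed 3 SD over the median of all compounds, cut at about 26% in these data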;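 also: 0% = nicotinamide-treated wells and 100% = cells grown without nicotinamide; some compounds called inactive have numbers as strong as hits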
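Test system: DeaD-strain S. cerevisiae / Buffer or medium: restrictive glucose medium / Also added: nicotinamide 1.5 mM / Doses: one concentration, 10 µM, DMSO 0.25% / Schedule: 48 h at 30 °C / Signal: OD615 measurement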
Measles CPE – protection of cells from measles virus | AID 841 | protection (pct of control), % at 4 µM | Measles virus-infected cells, CPE protection, absorbance | 1.5% of 140,000 active; in the data active = protection mostly above about 24%, no sharp cut-off; inactive = mostly below about 26%; also: some compounds called inactive have numbers as strong as hits
GALR2 antag – antagonists of human galanin receptor 2 (GALR2) | O43603 | GALR2-expressing cells, antagonist mode | inhibition, % at 4 µM | 0.39% of 140,000 active | AID 828; in the data active = inhibition above about 27%;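 also: cells stimulated with galanin 1-16 at roughly its EC80; 0% = agonist challenge control and 100% = basal control without agonist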
Target sequence (O43603 whole entry, looked up): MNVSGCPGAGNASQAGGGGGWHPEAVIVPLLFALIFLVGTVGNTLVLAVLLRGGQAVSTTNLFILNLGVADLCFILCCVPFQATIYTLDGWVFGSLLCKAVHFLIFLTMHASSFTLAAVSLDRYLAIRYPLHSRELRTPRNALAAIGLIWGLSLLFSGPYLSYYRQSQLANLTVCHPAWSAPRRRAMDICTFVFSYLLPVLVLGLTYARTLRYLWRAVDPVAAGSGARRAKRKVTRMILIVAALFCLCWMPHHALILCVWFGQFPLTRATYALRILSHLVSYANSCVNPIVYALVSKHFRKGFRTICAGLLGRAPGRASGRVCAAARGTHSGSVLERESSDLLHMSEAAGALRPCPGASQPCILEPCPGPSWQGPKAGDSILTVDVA
* = called active by the depositor; · = not tested or not shown.

Start of the data: the first three entries as a preview:
#1 Cc1ccc(S(=O)(=O)Cn2nnnc2C(C(C)C)N2CCc3ccccc3C2)cc1 (centres undefined)
#2 O=C1NC(=O)C(CC(=O)N(Cc2cccs2)C2(C(=O)NC3CCCCC3)CCCCC2)N1 (centres undefined)
#3 CCOC(=O)C1=C(C)Nc2nc3ccccc3n2C1c1ccncc1 (centres undefined)
entry no.	1	2	3
PTEN del growth	94	96	89
MRP-1 activ	-0.8	-1.3	-2.0
bCat KO growth	81	97	84
BB579 growth dn	-1	-16	-53
E-sel TNF inh	-33	9	·
Phagocytosis inh	·	-6	-2
NPY-Y2 antag	3	4	8
Yeast life ext	-7	-1	-5
Measles CPE	3	2	12
GALR2 antag	5	-2	1

The list itself, from the start:
#1 Cc1ccc(S(=O)(=O)Cn2nnnc2C(C(C)C)N2CCc3ccccc3C2)cc1 (centres undefined)
#2 O=C1NC(=O)C(CC(=O)N(Cc2cccs2)C2(C(=O)NC3CCCCC3)CCCCC2)N1 (centres undefined)
#3 CCOC(=O)C1=C(C)Nc2nc3ccccc3n2C1c1ccncc1 (centres undefined)
#4 CC(C)(C)n1nnnc1C(c1ccncc1)N1CCN(c2ccc(O)cc2)CC1 (centres undefined)
#5 Cc1ccccc1OCC(=O)Nc1ccccc1N1CCOCC1
#6 CC(C)C(C(=O)Nc1ccc(N2CCOCC2)cc1)N1C(=O)c2ccccc2C1=O (centres undefined)
#7 COc1ccc(OC)c(NC(=O)CSc2nnnn2-c2ccc3c(c2)OCO3)c1
#8 Cc1ccc2cc(C(c3nnnn3CC3CCCO3)N3CCc4ccccc4C3)c(=O)[nH]c2c1 (centres undefined)
entry no.	1	2	3	4	5	6	7	8
PTEN del growth	94	96	89	10	76	96	62	76
MRP-1 activ	-0.8	-1.3	-2.0	-3.3	-2.6	-1.5	-4.8	-1.1
bCat KO growth	81	97	84	12	86	94	66	71
BB579 growth dn	-1	-16	-53	-43	-25	-48	-5	-67
E-sel TNF inh	-33	9	·	4	-24	·	·	14
Phagocytosis inh	·	-6	-2	0	·	0	0	·
NPY-Y2 antag	3	4	8	2	4	-1	16	2
Yeast life ext	-7	-1	-5	-12	-6	3	-6	-7
Measles CPE	3	2	12	8	31	5	6	14
GALR2 antag	5	-2	1	7	-15	-12	7	4

#9 CN(C)c1nc2c(c(=O)[nH]c(=O)n2C)n1Cc1ccc(F)cc1
#10 COc1ccc(Nc2ncnc3sc(-c4ccccc4)cc23)cc1
#11 CCOC(=O)c1c(C)[nH]c(C)c1C(=O)CSc1nnc(-c2cc(OC)c(OC)c(OC)c2)o1
#12 Cc1cc(C)nc(SCc2cc(=O)c(OC(=O)c3cc([N+](=O)[O-])ccc3Cl)co2)n1
#13 COc1ccc(/C=C/C(=O)c2ccc(NS(=O)(=O)c3ccc(C)cc3)cc2)cc1O
#14 CN(C)/C=N/c1sc2c(c1C#N)CC(C)(C)NC2(C)C
#15 CCN(CC)CCNCc1ccc(OCc2ccc(Cl)nc2)c(OC)c1
#16 COP(=O)(OC)C(Nc1ccc(C)cc1)c1ccc([N+](=O)[O-])cc1 (centres undefined)
entry no.	9	10	11	12	13	14	15	16
PTEN del growth	92	83	99	90	6	102	90	94
MRP-1 activ	0.3	-0.8	-3.0	-0.9	-5.2	2.5	1.2	-0.7
bCat KO growth	80	89	86	81	6	96	97	90
BB579 growth dn	-12	-48	-24	-39	-29	-45	-27	-4
E-sel TNF inh	-1	12	-12	·	-20	-18	·	·
Phagocytosis inh	-2	·	-1	·	-12	·	-3	-1
NPY-Y2 antag	2	0	-1	3	-3	2	5	4
Yeast life ext	-4	-9	-2	19	9	·	5	-1
Measles CPE	16	13	3	2	14	10	13	16
GALR2 antag	-6	4	2	9	11	5	-2	-3

#17 CC(C)(C)c1ccc(O)c(N)c1
#18 O=C(NC1CCSC1=O)c1cccc(C(=O)NC2CCSC2=O)c1 (centres undefined)
#19 CC(C)(C)C(=O)N1CCC(O)(CS(=O)(=O)Cc2ccccc2Cl)CC1
#20 CN1CCN(NC(=O)C2CC2)CC1
#21 O=C1CCCN1CCC1CCN(C2CC(=O)N(c3ccc(Cl)cc3)C2=O)CC1 (centres undefined)
#22 CCC(C)NC(=O)/C(=C/c1ccco1)c1ccccc1 (centres undefined)
#23 CCCCn1c(/N=C/c2ccccc2NS(=O)(=O)c2ccc(C)cc2)nc2ccccc21
#24 O=C(CSc1nnc(-c2ccccc2F)n1C1CC1)NC(=O)c1cccc([N+](=O)[O-])c1
entry no.	17	18	19	20	21	22	23	24
PTEN del growth	97	100	99	94	92	92	59	88
MRP-1 activ	0.1	0.6	-1.7	-0.5	0.1	-3.7	-4.7	-0.7
bCat KO growth	88	109	90	96	92	81	66	87
BB579 growth dn	-26	-27	-16	-20	-11	5	-38	-14
E-sel TNF inh	29	5	24	·	37	17	17	3
Phagocytosis inh	-3	-1	0	-7	0	·	-8	3
NPY-Y2 antag	3	2	3	1	1	-3	4	-2
Yeast life ext	-6	-11	-19	2	-4	-4	68*	-4
Measles CPE	32	6	4	20	7	8	0	10
GALR2 antag	-13	2	3	2	3	2	17	-5

Results in sequence from the list:
Entries 2 to 8 in GALR2 antag: -2, 1, 7, -15, -12, 7, 4

Later entries:
#25 CC(C)Cn1c(-c2ccco2)csc1=Nc1cccnc1
#26 O=C1c2ccccc2C(=O)C1Cc1cccc2ccccc12
#27 COc1ccc(NC(=O)CN(C)S(=O)(=O)c2ccccc2)cc1
#28 COc1cc(-n2nc(C)c3c2OC(N)=C(C#N)C3c2ccccc2)c(Cl)c(Br)c1O (centres undefined)
#29 COc1ccc(-c2csc(NC(=O)c3ccc(S(=O)(=O)N4CCc5ccccc5C4)cc3)n2)c(OC)c1
#30 O=C(CN1CCN(c2ccccc2)CC1)c1ccc2cc[nH]c2c1
#31 CC(C)Nc1nc(SCC(N)=O)nc(N2CCOCC2)n1
#32 O=C(COc1ccccc1)OCc1cc2ccccc2[nH]c1=O
entry no.	25	26	27	28	29	30	31	32
PTEN del growth	74	97	89	108	77	84	94	98
MRP-1 activ	-2.8	-1.7	0.1	0.3	1.5	-1.9	-1.7	0.6
bCat KO growth	88	89	97	98	68	92	87	92
BB579 growth dn	-28	2	-26	-14	-54	-33	-53	-16
E-sel TNF inh	-10	-5	27	22	0	8	9	·
Phagocytosis inh	1	1	-1	0	1	·	-1	0
NPY-Y2 antag	2	1	1	1	-1	4	0	1
Yeast life ext	-10	56	-6	-4	3	-13	-16	-9
Measles CPE	26	18	25	12	15	0	3	5
GALR2 antag	-7	5	-7	10	-3	-8	-1	-9

#33 Cc1cc(C)c2[nH]c(=O)c(CN(Cc3nnnn3C3CCCC3)C3CCCCC3)cc2c1
#34 O=C(Cc1ccc(F)cc1)NCCc1ccccc1
#35 Cc1ccccc1N(CC(=O)Nc1ccccc1C(=O)NCc1ccco1)S(=O)(=O)c1ccccc1
#36 CCCCn1c(CNC(=O)C23CC4CC(CC(C4)C2)C3)nnc1SC(C)CC (centres undefined)
#37 O=C(Nc1cccc2ccccc12)OC1C=CS(=O)(=O)C1 (centres undefined)
#38 CC1CC(C)CN(C(=O)c2cc3c(s2)CCC3)C1 (centres undefined)
#39 Cc1ccc(C)c(S(=O)(=O)NCc2ccc(C(=O)NCc3ccccn3)cc2)c1
#40 COC(=O)/C=C/S(=O)(=O)c1ccc(NC(C)=O)cc1
entry no.	33	34	35	36	37	38	39	40
PTEN del growth	69	·	47	42	41	79	105	86
MRP-1 activ	-2.1	0.7	-3.2	-2.2	-4.5	0.5	-3.1	-2.4
bCat KO growth	78	99	61	40	41	77	96	97
BB579 growth dn	-21	-55	-61	-20	-13	-48	-12	-17
E-sel TNF inh	11	11	·	55	25	7	-34	92*
Phagocytosis inh	0	0	·	-8	·	0	-1	-1
NPY-Y2 antag	-1	5	2	3	2	1	0	0
Yeast life ext	-3	-5	10	-3	-6	-2	-13	1
Measles CPE	6	3	6	7	18	0	3	3
GALR2 antag	12	-16	-4	-8	-4	-8	4	19

#41 CCNC(=O)Cn1cnc2c1c(=O)n(C)c(=O)n2C
#42 CCOC(=O)/C(C(=O)Nc1ccc(Br)cc1)=C1/NC(C)(C)Cc2ccccc21
#43 S=C(NCCc1ccccc1)NC1CC1
#44 O=C(Nc1nnc(SCc2ccccc2)s1)c1cccs1
#45 CC(C)OC(=O)c1c(NC(=O)CCn2nnc3ccccc32)sc2c1CCCC2
#46 COc1cnc(-c2ccccn2)nc1Oc1ccc(Cl)c2ccccc12
#47 CCn1c2ccccc2c2cc(NC(=O)c3ccc(C)c([N+](=O)[O-])c3)ccc21
#48 COc1ccc(C(=O)NCC(=O)OCC(=O)NC(=O)NC2CCCCC2)cc1OC
#49 CC(C)Cn1c(=O)c2c(c3ccccc31)OC(C)C(=O)N2 (centres undefined)
#50 O=CN(Cc1ccco1)C1(C(=O)NC2CCCCC2)CCCCC1
entry no.	41	42	43	44	45	46	47	48	49	50
PTEN del growth	98	94	92	98	99	10	72	79	82	87
MRP-1 activ	-0.4	1.4	-3.3	0.3	0.7	-5.8	1.4	0.5	-3.8	-2.9
bCat KO growth	107	90	97	87	90	8	74	89	92	82
BB579 growth dn	-11	-47	-19	-16	-49	-3	-27	0	-29	-5
E-sel TNF inh	5	·	·	1	-31	·	-13	12	-25	·
Phagocytosis inh	-1	-4	·	4	-1	·	1	0	·	2
NPY-Y2 antag	1	3	0	2	5	15	-2	0	1	6
Yeast life ext	-5	-2	3	-8	-14	-19	0	-12	-2	-3
Measles CPE	9	27	6	29	6	23	4	17	5	18
GALR2 antag	0	15	2	1	4	-8	-10	11	5	3
